UDG counterscr – UDG inhibition counter-screen; FRET deamination/UDG coupled assay, UDG read, 4 h; Potency, µM (series often up to 115 µM), without a hit: at the highest dose activity change, negative = inhibition, most hits filed as inhibitors; 0.14% of 91,000 active; AID 1347430; also: nearly all actives have a fitted effect of over 65% in size
AID inh – blocks human AID cytidine deaminase activity; AID deamination FRET fluorescence, UDG-coupled, 4 h; Potency, µM (series often up to 115 µM), without a hit: top-dose activity change, negative = inhibition, hits mostly inhibitors; 0.32% of 91,000 active; AID 1347428; also: nearly all actives have a fitted effect of over 25% in size
Target sequence (Q9GZX7 whole entry, looked up): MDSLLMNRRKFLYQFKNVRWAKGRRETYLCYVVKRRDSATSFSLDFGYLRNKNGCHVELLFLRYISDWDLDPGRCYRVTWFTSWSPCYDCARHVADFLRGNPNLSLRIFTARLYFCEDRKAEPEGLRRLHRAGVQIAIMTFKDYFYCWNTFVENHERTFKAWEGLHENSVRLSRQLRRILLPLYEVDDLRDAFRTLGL
* hit, by the source's call; u = inconclusive; & = joins results of further samples; [ ] = dose if it differs, or a comment. Calls follow the shape of the dose curve; as a rule, active = well fitted curve in the direction sought with a large enough effect; inconclusive = small, poorly fitted or top-dose-only effect, or another doubt; inactive = no such curve, though single readings can be large; an effect the other way counts as inactive or inconclusive. % is scaled to controls: 0 for no effect and ±100 for the full control effect; potency is read from the fitted curve at half-maximal effect.

SMILES	UDG counterscr	AID inh
Cc1cc(C)nc(NC(=O)CCSc2ccc(Cl)cc2)n1	-1%	2%
COc1ccc(S(=O)(=O)NCCc2nnc3ccc(SCC(=O)Nc4ccccc4C)nn23)cc1	-29%	9%
COC(=O)c1c(NC(=O)COc2ccc(OC)cc2)sc2c1CCC(C)C2 (stereo not given)	-23%	u
COc1ccc(Oc2coc3cc(OC(C)C(=O)OC4CCCCC4)ccc3c2=O)cc1 (stereo not given)	18%	-5%
CCC1(C)NC(=O)N(NC(=O)CCCc2c[nH]c3ccccc23)C1=O (stereo not given)	7%	5%
CCOc1ccc(NC(=O)c2ccc(NC(=O)N3CCSc4ncccc43)cc2)cc1	-13%	10%
C=CCN(Cc1cccs1)C(=O)c1ccncc1	8%	6%
CCCN(CCC)C(=O)Cn1c(=O)n(-c2cccc(OC)c2)c(=O)c2c3c(sc21)CCCC3	-1%[57.5 µM]	-29%
C=CCOc1ccc(CNc2ccc(Oc3ccccc3)cc2)cc1OC	-9%	9%
O=C(N/N=C/c1ccc([N+](=O)[O-])s1)C1CCCCC1	-14%	28%
C/C(=C/C(=O)NCC1CCN(Cc2cccs2)CC1)C1CC1	-2%	-3%
CCOC(=O)c1c(NC(=O)c2noc3c2CC(C(C)(C)C)CC3)sc2c1CCCC2 (stereo not given)	-4%	2%
COc1ccccc1N1CCN(CC(O)COc2ccc(Cl)c(C)c2)CC1 (stereo not given)	-23%[57.5 µM]	u
Cc1ccc(-n2ncc(C(=O)NCCCN3CCCCC3)c2C2CCN(C(=O)OC(C)(C)C)CC2)c(C)c1	-21%	-17%
COc1cc(CN(C(=O)c2oc3ccccc3c2C)C2CCS(=O)(=O)C2)cc(OC)c1OC (stereo not given)	0%	1%
CCCCCCOc1ccc(OC(=O)c2cncc(Br)c2)cc1	-2%	-5%
Cc1ccccc1-c1nc2c3c(-c4ccccc4)c(-c4ccccc4)oc3ncn2n1	-10%	8%
COc1ccc(-c2ccc3c(N)c(C(=O)NCc4ccc(Cl)cc4)sc3n2)cc1	-11%	32%[activator]
COc1ccc(OCC(=O)N2CCN(C(=O)c3cccc(OC)c3OC)CC2)cc1	18%	40%[activator]
CCN(CC)S(=O)(=O)N1CCCC(c2nc3ccccc3o2)C1 (stereo not given)	-2%	-8%
O=C(/C=C/c1ccc(F)cc1)NNC(=O)C1CCCCC1	5%	0%
CCOc1ccccc1NC(=O)Cn1ccn(-c2ccccc2)c(=O)c1=O	3%[57.5 µM]	12%
CCCCCN(C)CCC(O)(P(=O)(O)O)P(=O)(O)O	11%	13%
O=C(COC(=O)c1cc(-c2cccs2)nc2ccccc12)c1ccc(Br)cc1	-14%	145%[activator]
Cc1c(NC(=O)Cc2ccc(F)cc2)cccc1-c1nc2cccnc2s1	0%[57.5 µM]	-8%

A draw from above in order of SMILES length, rising.
SMILES	UDG counterscr	AID inh
C=CCN(Cc1cccs1)C(=O)c1ccncc1	8%	6%
CCCCCN(C)CCC(O)(P(=O)(O)O)P(=O)(O)O	11%	13%
O=C(/C=C/c1ccc(F)cc1)NNC(=O)C1CCCCC1	5%	0%
COC(=O)c1c(NC(=O)COc2ccc(OC)cc2)sc2c1CCC(C)C2 (stereo not given)	-23%	u
COc1cc(CN(C(=O)c2oc3ccccc3c2C)C2CCS(=O)(=O)C2)cc(OC)c1OC (stereo not given)	0%	1%
CCCN(CCC)C(=O)Cn1c(=O)n(-c2cccc(OC)c2)c(=O)c2c3c(sc21)CCCC3	-1%[57.5 µM]	-29%
Cc1ccc(-n2ncc(C(=O)NCCCN3CCCCC3)c2C2CCN(C(=O)OC(C)(C)C)CC2)c(C)c1	-21%	-17%

(listing goes on)
SMILES	UDG counterscr	AID inh
CCN(C(=O)C(Sc1ccccc1)c1ccccc1)C1CCCCC1 (stereo not given)	-2%	-17%
COc1ccc(-c2cc(C(=O)NCc3ccc(F)cc3)c3c(-c4ccc(F)cc4)[nH]nc3n2)cc1OC	0%	-5%
Cc1ccc(NC(=O)Cn2c(=O)n(CCC(=O)NCc3ccccc3Cl)c(=O)c3ccccc32)c(C)c1	-18%	10%
CC(=O)Nc1cccc(NC(=O)CSc2ccc(-c3sc(-c4ccccc4)nc3C)nn2)c1	23%	-5%
CCCCSCCCNC(=O)c1cn(CC)c2ccc(S(=O)(=O)N(C)C3CCCCC3)cc2c1=O	-22%	u
O=C(NCCc1ccc(Cl)cc1)c1ccc2c(c1)N(Cc1ccc(Cl)cc1)C(=O)CS2	-7%	u
CCCC(=O)NCCc1nc2ccccc2n1Cc1c(F)cccc1Cl	-1%	-3%
Cc1nn(-c2ccccc2)c2sc(C(=O)NC3CCN(Cc4ccccc4)CC3)cc12	-14%	-28%
O=CN1CCN(C(C(=O)O)c2cn(CC(=O)O)c3ccc(Br)cc23)CC1 (stereo not given)	-3%	9%
S=C(NCCC(c1ccccc1)c1ccccc1)Nc1ccc(Cl)c(Cl)c1	-12%	-17%
COC(=O)c1cc(NS(=O)(=O)c2ccc3c(c2)OCCO3)ccc1Cl	16%	2%
COc1ccccc1NC(=O)c1[nH]c(C)c(C(C)=O)c1C	0%	2%
CC1(C)CC(n2c(NCCO)nc3c(c2=O)C2(CCCC2)Cc2ccccc2-3)CCO1 (stereo not given)	-8%	-13%
CCOC(=O)c1ccccc1NC(=O)Cn1c(=O)n(CCC(=O)N2CCc3ccccc3C2)c(=O)c2ccccc21	-4%	4%
CC1CCc2c(c(-c3cccc(O)c3)nc3ccc4ccccc4c23)C1 (stereo not given)	-12%	-1%
NS(=O)(=O)c1ccc(N/N=C/c2c(F)cccc2F)c([N+](=O)[O-])c1	-5%	-8%
CC(C)C(=NNC(=O)c1ccc(Br)cc1)C(C)C	-15%	-9%
N#Cc1c(C(F)(F)F)cc(-c2cccs2)nc1SCC(=O)Nc1ccccc1F	3%	30%
Cc1ccc(NC(=O)/C(C#N)=C/c2ccc(C)o2)cc1	2%	12%
O=S(=O)(c1ccccc1F)N1CCN(Cc2cccc3cccnc23)CC1	-2%	0%
Cc1cccc(C(=O)N2CCN(Cc3nc(N)c4ccccc4n3)CC2)c1C	0%	0%
COc1ccc2occ(CC(=O)Nc3ccc(S(=O)(=O)Nc4nccc(C)n4)cc3)c2c1	5%	11%
CC(Oc1ccccc1)C(=O)Nc1ccc(C(=O)OCc2cc(=O)n3nc(C(C)C)sc3n2)cc1 (stereo not given)	3%&-8%	-5%&-9%
O=S(=O)(Nc1ccc2oc3ccccc3c2c1)c1cccs1	-5%	-1%
Cc1ccc(NC(=O)C2CCCN2S(=O)(=O)c2cccc3nsnc23)c(C)c1 (stereo not given)	1%[57.5 µM]	-8%[57.5 µM]
FC(F)(F)c1ccc(Cl)c(N/N=C/c2ccc(Br)cc2)c1	-3%	-9%
COc1ccccc1CNC(=O)c1ccc(N2CCCC2)c(NC(=O)NCCC(C)C)c1	2%	13%
Cc1ccc(Cl)c(Nc2ccccc2C(=O)O)c1Cl	-6%	-16%
O=S(=O)(Nc1ccc(-c2ccc(N3CCCCCC3)nn2)cc1)c1ccc(C(F)(F)F)cc1	11%	-1%
CCOc1cccc2cc(-c3nc(-c4ccccc4C)no3)c(=O)oc12	8%	1%
COc1ccc(-c2oc3ncn4nc(-c5ccccc5OC)nc4c3c2-c2ccc(OC)cc2)cc1	-12%[57.5 µM]	-13%[57.5 µM]
CCOc1ccc(CNC(=O)c2ccc3c(c2)nc2n3CCOC2)cc1	16%	1%
COc1ccc(NC(=O)c2ccc3c(c2)S(=O)(=O)N=C(C)N3CC(C)C)c(OC)c1	2%	-3%
O=C(CCn1nnc2ccccc21)OCC(=O)c1ccc(Cl)cc1	22%	5%
COc1ccccc1N1CCN(CCN2C(=O)CC3(CCCC3)CC2=O)CC1	-3%	4%
Cc1cc2oc(C(=O)N(Cc3ccc(C(C)C)cc3)C3CCS(=O)(=O)C3)cc(=O)c2cc1Cl (stereo not given)	-4%	-2%
Cc1csc(CNC(=O)c2cnccn2)n1	-2%	4%
Cc1ccc(Cl)cc1Nc1sc(C(=O)c2ccc(F)cc2)c(N)c1S(C)(=O)=O	-8%	-1%
O=C(C1CC1)N(Cc1ccc2c(c1)CN(S(=O)(=O)c1ccc(F)cc1)CCO2)c1ccccc1	u	u
CCN(CC)S(=O)(=O)c1cccc(NC(=O)Cc2ccc(Cl)cc2Cl)c1	-9%	-12%
Cc1nn(-c2ccc(N3CCCC3)nn2)c(C)c1CCC(=O)Nc1ccccc1	-2%[57.5 µM]	6%
Cc1ccc(-c2cn3nc(N4CCCC(C(=O)NCCc5cccs5)C4)sc3n2)cc1 (stereo not given)	-6%	-5%
Nn1c(SCc2ncc(-c3ccccc3)o2)nnc1-c1ccccc1Cl	-10%	-16%
CCc1ccc2oc(-c3ccc(NC(=O)c4ccc(OC)cc4)cc3)nc2c1	1%	12%
Cc1cc(C(=O)NCC(C)C)ccc1N	-5%	-1%
Cn1cc(S(=O)(=O)c2ccccc2)c(=O)c2cc(F)c(N3CCCC3)cc21	-10%	-14%
CCNC(=O)c1oc2ccccc2c1CSc1nnc(C)s1	-11%	-11%
Cc1ccc(CNS(=O)(=O)c2ccc(F)c(C(=O)Nc3ccc(C)c(F)c3)c2)cc1	9%	12%
CN(C)C(=O)c1ccc(S(=O)(=O)NCc2ccccc2Cl)s1	11%	-17%
CC(NCCC(c1ccccc1)c1ccccc1O)c1ccccc1 (stereo not given)	-6%	-1%

Reprinted from the part before: 2 compounds, then new ones.
Values run as follows: UDG counterscr, AID inh
- CN(C)C(=O)c1ccc(S(=O)(=O)NCc2ccccc2Cl)s1
→ 11%, -17%
- CC(NCCC(c1ccccc1)c1ccccc1O)c1ccccc1 (stereo not given)
→ -6%, -1%
- CC(=O)c1ccc(NC(=O)CC2Nc3cccc4cccc(c34)NC2=O)cc1 (stereo not given)
→ u, 79µM*
- Cc1ccc(CN2COc3cc(C)c4c(oc(=O)c5ccccc54)c3C2)cc1
→ 6%, -7%
- COc1cccc(NC(=O)CCc2nnc3n(Cc4ccccc4Cl)c(=O)c4ccccc4n23)c1
→ 8%, 9%
- Cc1ccc(N(C)C(=O)c2cnc(N3CCOCC3)c3ccccc23)cc1C
→ u, -26%
- COc1ccc(OCC(=O)N(Cc2ccc(C)o2)C2CCS(=O)(=O)C2)cc1 (stereo not given)
→ -1%, 2%
- CC(C)C(NC(N)=O)C(=O)Nc1cccc(Cl)c1 (stereo not given)
→ -9%, -1%
- COc1ccc2cnn(CC(=O)Nc3ccc(Cl)cc3)c(=O)c2c1OC
→ 8%, -6%
- C#CC1(O)CC(C)N(C)CC1C (stereo not given)
→ 6%, 3%
- COc1cccc(C2CC(=O)Nc3ccsc32)c1OC (stereo not given)
→ 1%, 0%
- Cc1nn(-c2nc3ccccc3o2)c2c1C(c1ccc(C(F)(F)F)cc1)CC(=O)N2 (stereo not given)
→ -8%, -3%
- CCc1cccc(NC(=S)N(CCC(C)C)C(C)c2cccs2)c1 (stereo not given)
→ -1%, -6%
- O=C(OCc1c(Cl)cccc1Cl)c1ccccc1Oc1ccccc1
→ -8%, -5%
- COc1ccc(CNC(=O)c2cc(-c3ccc(C)c(C)c3)n[nH]2)cc1
→ 19%, 8%
- COc1ccc(C(CNC(=O)CCc2nc(-c3ccncc3)no2)N2CCCCC2)cc1 (stereo not given)
→ 0%, 1%
- Cc1ccn2c(Nc3ccc(F)cc3)c(-c3ccccn3)nc2c1
→ -10%, -15%
- O=C(CSc1nc2cc(Cl)ccc2s1)NCCc1ccc(F)cc1
→ -5%, -7%
- CN(C)CCCOC(=O)COc1ccccc1
→ 1%, -4%
- COC(=O)c1ccc2c3c(cccc13)CC2
→ -9%, -12%
- CC(=O)c1ccc(N2CCN(C(=O)c3csc(-c4ccc(C(C)C)cc4)n3)CC2)cc1
→ -3%, -10%
- COc1cccc(NC(=O)/C(C#N)=C/c2c(C)n(Cc3ccccc3)c3ccccc23)c1
→ -7%[57.5 µM], 54%[activator][57.5 µM]

Entries above shown as hits in AID inh.
SMILES | AID inh
CC(=O)c1ccc(NC(=O)CC2Nc3cccc4cccc(c34)NC2=O)cc1 (stereo not given) | 79µM*

Other records:
Values run as follows: UDG counterscr, AID inh
- CN1CCN(C2(CNC(=O)COc3ccc(C(C)(C)C)cc3)CCCCC2)CC1
→ -11%, -11%
- CC(C)NC(=O)CCN1C(=O)c2ccccc2Sc2ncccc21
→ 1%, -5%
- CCc1ccccc1N1C(=O)N(CC(=O)c2ccc(OC)cc2)c2ccccc2S1(=O)=O
→ -10%, -14%
- CCOc1ccc(NC(=O)c2cnn(-c3ccc(C)cc3)c2-n2cccc2)cc1
→ 9%, -4%
- CC1=CCCC(C)(C)C1/C=C/C(C)=N\NC(=S)Nc1cccnc1 (stereo not given)
→ -15%, -22%
- Cc1ccc(NC(=O)Cn2cnc3onc(-c4ccc(F)cc4)c3c2=O)c(Cl)c1
→ 6%, 33%
- CCCCn1c(=O)[nH]c(=O)c2c1nc(-c1ccc(OC)c(C)c1)n2C
→ -5%, -4%
- Cn1c(=O)c2c(nc(NCc3ccccc3)n2Cc2ccc(Br)cc2)n(C)c1=O
→ -4%, -6%
- O=C(Nc1cccc(F)c1)N1CCN(Cc2ccc(Cl)s2)CC1
→ 1%, -11%
- Cc1ccc(NC(=O)C2CCCN(S(=O)(=O)c3cccc4cccnc34)C2)cc1Cl (stereo not given)
→ -17%, u
- NCc1ccc(CN2CCCCCCC2)cc1
→ 3%, 4%
- Oc1c(Cl)cc(Cl)cc1Br
→ -5%, 3%
- Cc1ccc(C(=O)NC(Nc2ccc(Cl)cc2)C(Cl)(Cl)Cl)cc1 (stereo not given)
→ -4%, -14%
- CC(C)Oc1ccc(CNC(=O)c2ccc(NC(=O)c3nsc4ccccc34)cc2)cc1
→ 4%, 3%
- COc1ccc(Cl)cc1NC(=O)Cn1c(=O)cc(C(=O)N2CCCC2)c2ccccc21
→ -6%, -17%

Compound activity from PubChem.

These rows are one share of the data (hit frequency here may not be typical).
